Compound activity (PubChem)
MrgX1 agonist: human MrgX1 receptor agonism, primary screen; Q96LB2; MrgX1-HEK293 cells, Fluo-4 calcium fluorescence, agonist mode; hits give high values; B-score at 10 µM; 310,000 tested, 0.44% active; AID 588627;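 active = calcium response B-score plate-corrected fluorescence ratio at least 3 library SD, with starting fluorescence B-score inside 5 SD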
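Material: MrgX1-expressing HEK293 cells; input: 15,000 cells per well; doses: test compound given as first of three sequential additions; schedule: overnight plating before 1 h dye loading; technique: Fluo-4 NW calcium-flux fluorescence, kinetic read; evaluation: baseline-normalised fluorescence change ratio, B-scored; control set: plate-wise positive and negative controls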
RGS4 inh: human RGS4 inhibition | P49798 | HEK293 M3R/RGS4 inducible, Fluo-4 calcium flux; hits give high values; triggered by carbachol at its EC20 | B-score at 10 µM | 310,000 tested, 0.45% active | AID 463165;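 active = B-score, a plate-corrected calcium signal, over three deviations above library mean, with baseline fluorescence within five deviations of library mean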;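 note: RGS4 expression induced by doxycycline in cells with stable M3 receptor; B-score is computed from the integrated fluorescence ratio over baseline after carbachol; higher B-score means a larger calcium signal and so more RGS4 inhibition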
ANO1 activ: mouse TMEM16A channel activation, primary screen | HEK293 TMEM16A/YFP-H148Q/I152L, iodide quench fluorescence; hits give low values | Q8BHY3 | B-score at 10 µM | 340,000 tested, 0.3% active;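 active = fluorescence-ratio B-score plate-corrected deviation score at least 3 library SD below zero, with starting fluorescence score within 5 deviations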;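 note: channel opened by trigger with iodide after compound preincubation; score built on the fluorescence ratio of max minus min over baseline; more negative score means more quench and so TMEM16A activation or potentiation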
Target sequence (Q8BHY3 whole entry, looked up): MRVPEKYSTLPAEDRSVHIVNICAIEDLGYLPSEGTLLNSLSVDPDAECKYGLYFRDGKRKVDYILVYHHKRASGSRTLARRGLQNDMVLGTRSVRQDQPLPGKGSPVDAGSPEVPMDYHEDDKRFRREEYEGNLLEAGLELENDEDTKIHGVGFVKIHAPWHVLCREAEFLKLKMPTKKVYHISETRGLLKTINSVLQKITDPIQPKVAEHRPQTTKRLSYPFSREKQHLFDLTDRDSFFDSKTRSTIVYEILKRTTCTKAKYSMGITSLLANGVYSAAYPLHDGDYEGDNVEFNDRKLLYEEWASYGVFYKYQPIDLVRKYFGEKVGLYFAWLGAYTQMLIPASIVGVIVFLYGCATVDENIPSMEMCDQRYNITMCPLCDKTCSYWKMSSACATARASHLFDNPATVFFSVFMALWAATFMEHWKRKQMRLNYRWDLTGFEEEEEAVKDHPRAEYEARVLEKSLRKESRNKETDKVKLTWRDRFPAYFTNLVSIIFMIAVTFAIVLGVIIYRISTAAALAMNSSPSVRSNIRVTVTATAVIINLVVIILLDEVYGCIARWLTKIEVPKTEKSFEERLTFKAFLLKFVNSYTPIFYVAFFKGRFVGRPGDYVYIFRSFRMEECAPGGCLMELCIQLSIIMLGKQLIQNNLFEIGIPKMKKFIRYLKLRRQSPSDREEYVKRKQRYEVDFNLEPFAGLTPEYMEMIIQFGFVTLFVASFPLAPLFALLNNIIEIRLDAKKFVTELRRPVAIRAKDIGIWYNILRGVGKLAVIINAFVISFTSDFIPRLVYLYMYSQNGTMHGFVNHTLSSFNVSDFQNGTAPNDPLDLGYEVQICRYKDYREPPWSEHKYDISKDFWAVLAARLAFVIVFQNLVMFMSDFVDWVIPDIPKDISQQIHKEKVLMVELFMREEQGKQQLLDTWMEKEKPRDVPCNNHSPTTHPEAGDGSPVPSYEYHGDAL
RGS4 pot: RGS4 potentiation or activation; HEK293 M3R/inducible RGS4, carbachol calcium flux Fluo4; hits give low values; 310,000 tested, 0.92% active; B-score at 10 µM;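 active = B-score of the integrated calcium signal more than 4 SD below the library mean, with starting fluorescence not abnormally high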;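 note: negative B-score means reduced calcium response which marks RGS4 activation or potentiation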
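Detection: kinetic calcium fluorescence imaging with Fluo4-AM dye, 2 µM / Material: HEK293 cells with stable M3R and inducible RGS4 / Schedule: recording 10 s baseline at 1 Hz, 100 s post-agonist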
MrgX1 PAM: human MrgX1 positive allosteric modulation, primary screen | 310,000 tested, 0.63% active | B-score at 10 µM | Q96LB2 | MrgX1-HEK293, Fluo-4 calcium flux, FDSS; hits give high values;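 active = plate-corrected calcium response at least 3 library SD above typical, normal starting fluorescence, not activating the receptor alone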;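 note: compound read alongside a low EC10 to EC30 dose of BAM8-22 agonist; peak minus trough fluorescence over baseline measured at the second addition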
hERG protect: shields human hERG channel from block by proarrhythmic agents; CHO-hERG, FluxOR thallium flux, dofetilide IC70 present; Q12809; activation (rescue from dofetilide block), less the hit threshold, % at 10 µM; AID 1511; 310,000 tested, 0.51% active;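 active = activation above the mean of controls blocked by dofetilide plus 5 SD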;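 note: thallium influx through hERG after potassium depolarization seen as dye fluorescence rise; in these data hits start at about 4.7%; inactives centre near -7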
KCNQ1 inh: blocks the human KCNQ1 potassium channel | P51787 | CHO-K1 KCNQ1, FluxOR thallium flux fluorescence; hits give high values | 310,000 tested, 1.3% active | B-score at 10 µM;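 active = compounds whose thallium flux B-score, printed positive for inhibition, exceeds three library SD while starting fluorescence stays within three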;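 note: channel opened by potassium depolarization with thallium stimulus after 20 min compound exposure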
ANO1 block: inhibitors of mouse TMEM16A calcium-activated chloride channel. Q8BHY3. HEK293 TMEM16A/YFP iodide influx fluorescence, ionomycin. normalized B-score (activity score, 25-100; higher = stronger inhibition) at 10 µM. 310,000 tested, 1.2% active;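 active = ratio plate-corrected score three or more library SD toward inhibition, starting fluorescence score within five deviations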;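 note: score derived from kinetic fluorescence span divided by baseline fluorescence per well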
KCNK9 block: human KCNK9 channel inhibition; HEK293 KCNK9, FluxOR thallium flux fluorescence; hits give low values; 310,000 tested, 1.2% active; AID 488922; B-score at 10 µM;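 active = ratio B-score over 3 SD below the library mean, with starting fluorescence within 5 SD of its mean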;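 note: negative B-score means less thallium flux so channel inhibition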
KCNQ1 pot: potentiates or activates the human KCNQ1 potassium channel; P51787; CHO-K1 KCNQ1, thallium flux FluxOR fluorescence; hits give high values; B-score at 10 µM; 310,000 tested, 0.35% active; AID 2648;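 active = fluorescence ratio B-score, a plate-corrected score, at least three library SD, with initial intensity B-score within 5 SD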
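System: Stable KCNQ1 CHO-K1 line | Incubation: 90 min dye loading and 20 min compound exposure, both at room temperature | Measure: Ratio B score | Medium: Assay buffer for compound exposure, DMSO matched across wells | Compound dosing: Single-concentration screen | Probe or stimulus: K+/Tl+ depolarizing stimulus | Measured by: Kinetic FluxOR fluorescence, 10 s baseline plus 110 s post-stimulus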
KCNK3 block: human KCNK3 channel inhibition, primary screen; O14649; CHO-KCNK3 thallium flux, FluxOR fluorescence; hits give low values; B-score at 10 µM; 340,000 tested, 0.84% active; AID 602410;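 active = B-score under library mean minus 4 SD, starting fluorescence ratio at most library mean plus 5 SD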;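 note: more negative B-score means stronger inhibition of thallium flux through KCNK3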
Active calls of the source: *; i = inactive; / = not tested or not shown.

SMILES	MrgX1 agonist	RGS4 inh	ANO1 activ	RGS4 pot	MrgX1 PAM	hERG protect	KCNQ1 inh	ANO1 block	KCNK9 block	KCNQ1 pot	KCNK3 block
CC1(C)CC(=O)C=C(Nc2ccccn2)C1	i	i	/	i	i	-8	i	i	i	i	i
COc1cccc(CC(=O)N2CCC(CCC(=O)Nc3cccc(OC)c3)CC2)c1	i	i	i	i	i	-5	i	i	i	i	i
C=C(C)C1CC=C(C)/C(=N/NC(=O)CCCNc2cccc(C)c2)C1 (stereo not drawn)	i	i	i	i	i	-5	i	i	i	i	i
Cc1cc(CN(C)C(=O)CC2C(=O)NCCN2Cc2c(F)cccc2Cl)n[nH]1 (stereo not drawn)	i	i	i	i	i	-8	i	i	i	i	i
Cc1nc2c(C(=O)Nc3ccc(N4CCCC(O)C4)cc3)snc2c(=O)[nH]1 (stereo not drawn)	i	i	i	i	i	-8	i	i	i	i	i
O=C(Nc1ccccc1)c1cccc(S(=O)(=O)Nc2ccccn2)c1	i	i	i	i	i	-7	i	i	i	i	i
COc1cc(OC)cc(-c2nc3ccccc3c(=O)n2NC(=O)c2cccnc2Cl)c1	i	i	i	i	i	-2	i	i	i	i	i
CN(C)c1ccc(CNc2ncc(Br)cc2Br)cc1	i	i	i	i	i	-5	i	i	i	i	i
COC(=O)c1cc(NC(=O)COC(=O)C2CCC2)cc(C(=O)OC)c1	i	i	i	i	i	-10	i	i	i	i	i
COc1ccc(CCN2C(=O)CC(N3CCOCC3)C2=O)cc1OC (stereo not drawn)	i	i	i	i	i	-4	i	i	i	i	i
NC(=O)c1ccc(NC(=O)COC(=O)CC(NC(=O)c2ccccc2Cl)c2ccccc2)cc1 (stereo not drawn)	i	i	i	i	i	-14	i	i	i	i	i
O=C(CSc1nc2ccccc2n1Cc1ccccc1Cl)N/N=C/c1ccccc1C(=O)O	i	i	i	i	i	-17	i	i	i	i	i
O=C(CCC1CCCC1)N1CCN(C(=O)COc2ccccc2)CC1	i	i	i	i	i	-2	i	i	i	i	i
Cc1ccc(C(=O)N2CCC(C(=O)c3ccc(Cl)cc3)CC2)cc1	i	i	i	i	i	-10	i	i	i	i	i
CCN1CCn2c3c(c4cccc(C)c42)CCCC31 (stereo not drawn)	i	i	i	i	i	0	i	i	i	i	i
COc1ccc(-c2ccc(C#N)c(SCC(=O)NC3CC3)n2)cc1OC	i	i	i	i	i	-3	i	i	i	i	i
CCOC(=O)C(=O)N1CCN(c2ccccc2OC)CC1	i	i	i	i	i	-11	i	i	i	i	i
NS(=O)(=O)c1ccc(CNC(=O)CNC(=O)Cc2ccccc2)cc1	i	i	i	i	i	-5	i	i	i	i	i
c1ccc(-c2ccc3ccccc3n2)cc1	i	i	i	i	i	-6	i	i	i	i	i
COc1ccc(C)cc1S(=O)(=O)Nc1cc2c3c(c1)CC(=O)N3CCC2	i	i	i	i	i	-12	i	i	i	i	i
COc1ccc(OCC(=O)N/N=C(\C)c2ccc(-n3ccnc3)cc2)cc1	i	i	i	i	i	-6	i	i	i	i	i
Cc1cc(S(=O)(=O)NCCc2ccncc2)cc(C)c1F	i	i	i	i	i	-3	i	i	i	i	i
NC(=O)SCC(=O)Nc1ccc(Cl)cc1	i	i	i	i	i	-7	i	i	i	i	i
Oc1c(Br)cc(Br)cc1C=Nc1ccc2c(c1)OCCO2	i	5.8*	i	i	i	-8	i	i	i	14*	i
CCOC(=O)c1cc(NC(=O)Cc2ccc(S(=O)(=O)N3CCOCC3)s2)cc(C(=O)OCC)c1	i	i	i	-8*	i	-16	7*	i	i	i	i
C=CCOCCn1[nH]c2ccccc2c1=O	i	/	i	/	i	/	/	i	/	/	i
Cc1ccc(NC(=O)c2cnn(-c3ccccc3)c2C)c(C)c1	i	i	i	i	i	-8	i	i	i	i	i
COc1ccc(CCNC(=O)CSc2nnc(-c3ccc(F)cc3)o2)cc1OC	i	i	/	i	i	-1	i	i	i	i	i
CC1(C)Cc2ccccc2-c2nnc(SCC(=O)Nc3nc4ccccc4s3)n21	i	i	i	i	i	-14	i	i	i	i	i
COc1cccc(/C=C(\C#N)c2nc3ccc(C)cc3[nH]2)c1OCC(=O)O	i	i	i	i	i	-7	i	i	i	i	i
COC(=O)CSc1nc(N)c(C#N)c(C(C)C)c1C#N	i	i	i	i	i	-9	i	i	i	i	i
COc1ccc(C)cc1S(=O)(=O)N1c2ccccc2CC1C (stereo not drawn)	i	i	i	i	i	-15	i	i	i	i	i
Cc1nc2sc3c(c2c(=O)[nH]1)CCCCC3	i	i	i	i	i	-6	i	i	i	i	i
CCn1c(=S)[nH]c2cc(Cl)ccc21	i	i	i	i	i	-1	i	i	i	i	i
C/C(=N\NC(=O)Cn1nc(C)c(Br)c1C)c1cccs1	i	i	i	i	i	-9	i	i	i	i	i
O=C(Nc1cccc2ccccc12)C1CCN(C(=O)NCc2ccccc2)CC1	i	i	i	i	i	-4	i	i	i	i	i
CCOC(=O)C1=C(O)/C(=C/c2ccc(OCC(=O)O)c(OCC)c2)SC1=Nc1ccc(C)cc1	i	i	i	i	i	-23	i	i	i	i	i
Cc1cccc(-n2ccnc2SCC(=O)Nc2nccs2)c1	i	i	i	i	i	-6	i	i	i	i	i
CSc1nc2ccc(NS(=O)(=O)c3cccc(Cl)c3Cl)cc2s1	i	i	i	i	i	-8	i	100*	i	i	i
C/C(=N\NC(=O)c1ccn[nH]1)c1cn(C)nc1C	i	i	i	i	i	-9	i	i	i	i	i

Grouped by structure, the entries above with fluorine (3)
SMILES	MrgX1 agonist	RGS4 inh	ANO1 activ	RGS4 pot	MrgX1 PAM	hERG protect	KCNQ1 inh	ANO1 block	KCNK9 block	KCNQ1 pot	KCNK3 block
Cc1cc(CN(C)C(=O)CC2C(=O)NCCN2Cc2c(F)cccc2Cl)n[nH]1 (stereo not drawn)	i	i	i	i	i	-8	i	i	i	i	i
Cc1cc(S(=O)(=O)NCCc2ccncc2)cc(C)c1F	i	i	i	i	i	-3	i	i	i	i	i
COc1ccc(CCNC(=O)CSc2nnc(-c3ccc(F)cc3)o2)cc1OC	i	i	/	i	i	-1	i	i	i	i	i

Later entries
SMILES	MrgX1 agonist	RGS4 inh	ANO1 activ	RGS4 pot	MrgX1 PAM	hERG protect	KCNQ1 inh	ANO1 block	KCNK9 block	KCNQ1 pot	KCNK3 block
Cc1ccc(C(=O)Nc2ccc(S(=O)(=O)N3CCCC3)cc2)o1	i	i	i	i	i	-10	i	i	i	i	i
C/C(=N\N1CCN(Cc2ccccc2)CC1)c1ccco1	i	i	i	i	i	-7	i	i	i	i	i
CCc1nnc(NC(=O)CCC(=O)NCc2ccc(OC)cc2)s1	i	i	i	i	i	-7	i	i	i	i	i
O=C(c1ccco1)N1CCN=C1SCc1ccccc1F	i	i	i	i	i	-1	i	i	i	i	i
CSc1ccc(CN(C)C(=O)C(Cc2ccccc2)NC(=O)c2ccccc2)cc1 (stereo not drawn)	i	i	i	-7.3*	i	-21	i	i	i	i	i
N#Cc1c(Cl)cccc1N1CCCC1	i	i	i	i	i	-8	i	i	i	i	i
O=C(O)CSc1nnc(-c2ccccc2O)n1Cc1ccccc1	i	i	i	i	i	-3	i	i	i	i	i
O=C(CC1(O)C(=O)Nc2ccccc21)c1ccccc1 (stereo not drawn)	i	i	i	i	i	-2	i	i	i	i	i
COc1ccc(-c2noc(CCC(=O)NC3CCN(Cc4ccccc4)CC3)n2)cc1	i	i	i	i	i	-10	i	i	i	i	i
O=C(Nc1ccccc1-c1ccccc1)c1cnccn1	i	i	i	i	i	-6	i	i	i	i	i
O=C(c1cccs1)N1CCN(Cc2ccccn2)CC1	i	i	i	i	i	1	i	i	i	i	i
COC(=O)c1ccc2nc(NC(=O)CN3C(=O)CCC3=O)sc2c1	i	i	i	i	i	-4	i	i	i	i	i
COc1ccc(C(CNC(=O)Nc2cccc(C)c2)N2CCN(C)CC2)cc1 (stereo not drawn)	i	i	i	i	i	-5	i	i	i	i	i
O=C(CSc1nc2ccccc2s1)NC(=O)NCc1ccco1	i	i	i	i	i	-13	i	i	i	i	i
Cc1c(C(=O)CN2CCSCC2)c2ccccc2n1C	i	i	i	i	i	-3	i	i	i	i	i
COc1ccc(OC)c(S(=O)(=O)N/N=C(/C)c2c[nH]c3ccccc23)c1	i	i	i	i	i	-12	i	i	i	i	i
C/C(=N/NS(=O)(=O)c1ccc(Cl)cc1)c1cccc(O)c1	i	i	i	i	i	-9	i	i	i	i	i
COc1ccc(NS(=O)(=O)c2ccc(C)c(C(=O)N3CCCCCCC3)c2)cc1	i	i	i	i	i	-11	i	i	i	i	i
CCOc1ccc(C(=O)NC(C)(C)CC)cc1	i	i	i	i	i	-1	i	i	i	i	i
O=C(COc1cccc2ccccc12)N1CCN(c2ccccn2)CC1	i	i	i	i	i	-11	i	i	i	i	i

Overlap with the part before: two compounds, followed by the next part.
SMILES	MrgX1 agonist	RGS4 inh	ANO1 activ	RGS4 pot	MrgX1 PAM	hERG protect	KCNQ1 inh	ANO1 block	KCNK9 block	KCNQ1 pot	KCNK3 block
CCOc1ccc(C(=O)NC(C)(C)CC)cc1	i	i	i	i	i	-1	i	i	i	i	i
O=C(COc1cccc2ccccc12)N1CCN(c2ccccn2)CC1	i	i	i	i	i	-11	i	i	i	i	i
CN(C)C(=O)CN1CCN(c2nc3nonc3nc2N2CCCCC2)CC1	i	i	i	i	i	-15	i	i	i	i	i
CC(=O)Nc1ccc(S(=O)(=O)N2CCN(C(=O)c3ncoc3-c3cccc(F)c3)CC2)cc1	i	i	i	i	i	-6	i	100*	i	i	i
Cc1cc(/C=N\NC(=O)CC(=O)NC2CCCCC2)c(C)n1-c1ccc(Cl)c(Cl)c1	i	i	i	i	i	-7	i	i	i	i	i
Cc1cccc(CNc2ccc(C(CC(N)=O)NC(=O)c3cccc(Br)c3)cc2[N+](=O)[O-])c1 (stereo not drawn)	i	i	i	i	i	0	i	i	i	i	i
O=C(NC1CCCC1)C(c1ccncc1)N(Cc1ccccc1F)C(=O)c1csnn1 (stereo not drawn)	i	i	i	i	i	0	i	i	i	i	i
Cc1oc(C(C)(C)C)cc1C(=O)NCC(=O)NCC(=O)O	i	i	i	i	i	-1	i	i	i	i	i
